WT yeast gro inh: growth inhibition of WT yeast, mitochondrial fusion screen | mitochondrial fusion phenotypic screen, WT strain | inhibition, % at 10 µM | 190,000 compounds, 2.1% hits; in the data active means inhibition above about 58%; tested in S. cerevisiae
human PMI inhibitors: human PMI inhibitors, high substrate, primary screen, biochemical, fluorescence intensity, high mannose 6-phosphate (AID 1220). recombinant PMI enzyme, coupled fluorescence intensity; higher % means a stronger effect. inhibition, % at 20 µM; hits with a dose series show IC50 in µM. 190,000 compounds, 0.66% hits
PMI inhibitors: MPI enzyme activity inhibition – biochemical, fluorescence intensity, coupled assay, primary screen (AID 1209); inhibition, % at 20 µM, or IC50 in µM where a hit was titrated; purified PMI enzyme, coupled fluorescence intensity; higher % means a stronger effect; 190,000 compounds, 0.42% hits;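 further: plate controls were DMSO vehicle for no effect and wells lacking substrate for full effect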
Hep lipid drop: hepatic lipid droplet formation modulation; AML12 mouse hepatocytes, oleate lipid droplets, BODIPY imaging; inhibition, % at 6.5 µM; 240,000 compounds, 0.4% hits; AID 1656;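 active means lipid droplet intensity inhibited by at least 50%, with more than 500 cells counted; inconclusive means wells with under 300 cells, treated as cytotoxic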
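Test system: AML12 mouse liver cells; schedule: overnight exposure; technique: high-content imaging of BODIPY-stained droplets and DAPI nuclei; read-out: % inhibition of corrected integrated BODIPY droplet signal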
K1F lysis inhibition: protection from phage-mediated lysis, alamar blue read-out – E. coli UTI89, K1F phage, bacterial capsule biogenesis inhibitors (AID 488966) | E. coli UTI89 K1F phage lysis, alamar blue, 2 h; higher % means a stronger effect | one-dose inhibition, % at 100 µM; IC50 in µM for titrated hits | 340,000 compounds, 0.02% hits;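 active means phage lysis inhibition, versus mean bacterial control, above a set limit; inconclusive means no clear call, values can overlap the other calls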;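 further: capsule biogenesis inhibitors block K1F phage lysis so surviving cells raise fluorescence; higher fluorescence means more inhibition of phage lysis; actives were called in the ten point dose series up to 300 µM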
Myeloid diff 2: promotes myeloid progenitor differentiation. calls only at 10 µM. 360,000 compounds, 1% hits. ER-HoxA9 myeloid progenitors, lysozyme-GFP differentiation, flow cytometry;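 active means normalized GFP-positive differentiation at or above the plate's own cutoff, the solvent-only control mean plus 3 SD; inconclusive means no clear call, values can overlap the other calls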;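 further: cells exposed to compound for four days before flow analysis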
P. falciparum M1AAP: P. falciparum M1AAP inhibitors, biochemical, fluorogenic H-Leu-NHMec substrate, 1536-well (AID 1445); recombinant M1AAP, H-Leu-NHMec fluorogenic kinetic assay; higher % means a stronger effect; one-dose inhibition, % at 30 µM; IC50 in µM for titrated hits; 220,000 compounds, 0.42% hits;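 active means primary inhibition above the hit cutoff, then over 50% inhibition at one or more dose response concentrations, cut at about 23% in these data, passing the limit was not always enough; inconclusive means conflicting primary data, or primary hits not chosen for dose response; inactive means low primary inhibition, or under 50% at every dose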;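 further: plate controls were DMSO full reaction for no effect and no enzyme background for full effect; strong numbers were not always called active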
ER stress rescue: protection against thapsigargin-triggered cell killing – 384-well, CSM14.1, ATP luminescence, primary screen (AID 1222); CSM14.1 thapsigargin-induced death rescue, ATP luminescence; higher % means a stronger effect; cellular ATP content (survival), % at 20 µM, or EC50 in µM where a hit was titrated; 190,000 tested, under 10 active;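 active means EC50 below 50 µM in the dose-response confirmation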;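 further: death triggered by thapsigargin at about 15 µM added after 2 h compound pretreatment; cell ATP read after overnight thapsigargin exposure of roughly 18 to 22 hours; normalized against plate controls of thapsigargin alone and 5% DMSO vehicle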
TNAP activators: human TNAP enzyme activators, primary screen, biochemical, luminescent, no phosphate acceptor, uHTS (AID 1001). purified TNAP, luminescent activation assay, no phosphate acceptor; higher activation fold means a stronger effect. activation fold at 20 µM; hits with a dose series show EC50 in µM. 200,000 compounds, 0.03% hits; in the data active means activation fold from about 3, or a potency from the dose series; inactive means the rest, 99 in 100 with activation fold below about 1.6; further: many of its hits are not listed in these tables
WT yeast gro inh mutant strain: further read-out of WT yeast gro inh, marked with its call; inhibition, %; mitochondrial fusion phenotypic screen, mutant strain inhibition
Hep lipid drop cells 6.5 µM: recorded beside Hep lipid drop, whose call it bears; cell count; measured here: cell count, cytotoxicity flag;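 cells counted across two imaged fields per well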
Myeloid diff 2 GFP+ MAC1+ %: recorded beside Myeloid diff 2, whose call it bears; GFP+ MAC1+ double positive, %; measured here: differentiation confirmed by MAC1 staining
* hit, by the source's call; i = inactive; ? = inconclusive; / = no result given; ! = not confirmed by another sample; [ ] = another dose, or the depositor's remark. Unless noted, no stated cut-off is given here; in the data, active means inhibition above about 50%; inactive means the rest.

SMILES	WT yeast gro inh	WT yeast gro inh mutant strain	human PMI inhibitors	PMI inhibitors	Hep lipid drop	Hep lipid drop cells 6.5 µM	K1F lysis inhibition	Myeloid diff 2	Myeloid diff 2 GFP+ MAC1+ %	P. falciparum M1AAP	ER stress rescue	TNAP activators
COc1ccc2nc(N/C(N)=N/C(=S)Nc3ccccc3)nc(C)c2c1	29	3	6%	4%	-12	688	2.5%	i	1.0	17%	-0.7%	1
O=C(Nn1c(C2CCCCC2)nc2ccccc2c1=O)c1ccc(Cl)c([N+](=O)[O-])c1	82*	22*	16%	12%	-4	692	0.2%	i	0.9	7%	-3.2%	1.1
CN(C)c1nc(NCc2ccccc2)nc(SCC(=O)Nc2ccccc2)n1	8	9	18%	18%	/	/	2.0%	i	8.0	-4%	-0.9%	1.1
CC(NC(=O)NC1CCCCC1)c1ccc2c(c1)OCO2 (stereo unspecified)	6	2	0%	9%	27	711	0.3%	i	0.2	7%	-1.7%	1
O=C(NCc1cccs1)c1cc(C2CC2)on1	1	2	5%	3%	0	705	-1.9%	i	3.8	2%	-2.5%	1
CCOC(=O)CC1NC(=O)c2ccccc21 (stereo unspecified)	-4	-4	-5%	-9%	/	/	0.2%	i	1.2	4%	0.0%	1
CC(=O)N1CN(CCCn2ccnc2)Cc2c1sc1c2CCCC1	-12	-2	7%	-2%	/	/	0.3%	i	1.0	4%	-0.6%	1
CC(C)CNC(=S)NC1CCCC1	7	6	-5%	-6%	/	/	0.6%	i	1.2	17%	-1.6%	1.1
Cc1cc(N2CCN(C(=O)OC(C)(C)C)CC2)n2ncnc2n1	6	-6	-9%	-8%	/	/	1.3%	i	0.4	11%	-0.8%	1.1
O=C(CSc1nc(-c2ccccc2)c(-c2ccccc2)[nH]1)Nc1nccs1	43	15	8%	14%	/	/	7.2%	i	5.4	6%	-1.9%	1.2
COc1ccc(N(CC(=O)Nc2ccc(OC)cc2OC)S(=O)(=O)c2ccccc2)cc1	5	-11	2%	5%	3	673	0.2%	i	0.7	13%	8.3%	1.1
CC(=O)OCC1(C)CN(c2ccccc2)N(C(=O)c2ccc(C(C)(C)C)cc2)C1=O (stereo unspecified)	-9	7	-4%	-15%	1	670	-0.2%	i	0.2	2%	0.3%	1
Oc1cccc(NC(=S)N=Nc2c(O)[nH]c3ccccc23)c1	/	/	/	/	1	751	-0.9%[50 µM]	i	0.1	23%	/	/
CC(=O)Nc1ccc(S(=O)(=O)NCCc2ccccc2)cc1	1	-3	-4%	0%	-1	759	-1.8%	i	1.1	4%	-1.6%	1.1
CC(C)Nc1ccc(C(CC(N)=O)NC(=O)Cc2ccc(Br)cc2)cc1[N+](=O)[O-] (stereo unspecified)	/	/	/	/	7	656	1.9%	i	1.4	5%	/	/
Cc1cc([N+](=O)[O-])ccc1NCc1cccc([N+](=O)[O-])c1	50	6	8%	5%	/	/	5.2%	i	1.2	1%	-1.2%	1.1
CC(CCc1ccccc1)NC(=O)COC(=O)C12CC3CC(CC(Br)(C3)C1)C2 (stereo unspecified)	40	6	17%	24%	1	714	0.0%	i	0.6	4%	4.2%	1.1
Cc1ccc(S(=O)(=O)c2nc(NCc3ccc4c(c3)OCO4)sc2Cl)cc1	53	29	2%	1%	/	/	5.2%	i	0.7	6%	0.4%	1.1
COc1ccc(OC)c(C(=O)c2ccc(C(=O)Nc3ccc4ccccc4c3)cc2)c1	-1	-15	9%	18%	-5	615	3.9%	i	0.6	-2%	-4.4%	1.1
Cc1cc(C)c(C(N)=O)c(NC(=O)Nc2ccccc2Cl)n1	1	6	-2%	-2%	/	/	0.2%	i	0.3	10%	-0.3%	1.1
O=C(Cc1cccs1)Nc1nc2ccccc2s1	/	/	14%	11%	/	/	1.1%	i	0.6	8%	-1.5%	1
O=C(CSc1ccc2c(c1)OCCO2)Nc1ccc(Br)cc1	8	-5	14%	12%	/	/	-0.1%	i	0.7	-5%	-1.6%	1.1
COc1ccc(NC(=O)C(c2ccc(C)cc2)N(C)C(=O)c2ccc(=O)[nH]c2)cc1 (stereo unspecified)	-13	7	2%	0%	-13	623	3.4%	i	0.4	7%	-2.8%	1.1
O=S(=O)(Nc1nc2ccccc2nc1NCC1CCCO1)c1cc(Cl)ccc1Cl (stereo unspecified)	/	/	/	/	-12	677	-0.1%[50 µM]	i	0.5	7%	/	/
O=C(c1cccc(S(=O)(=O)N2CCCC2)c1)N(Cc1ccco1)C1CCS(=O)(=O)C1 (stereo unspecified)	-6	-20	6%	3%	-4	653	-1.1%	i	0.0	5%	-0.1%	1.1
CCCCn1c(=O)[nH]c(=O)c2c1nc(-c1ccc(C#N)cc1)n2C1CCCC1	5	21	1%	4%	/	/	1.1%	i	1.1	2%	2.5%	1.1
CCSc1nc(-c2ccc(OC)cc2)cc(-c2ccccc2)c1C#N	33	24	13%	13%	-7	761	0.8%	i	7.1	10%	0.1%	1.1
O=C(Cc1ccsc1)Nc1ccc(S(=O)(=O)C(F)F)cc1	-28	10	-6%	-9%	6	679	0.0%	i	0.3	11%	-0.6%	1.1
Cc1ccccc1NC(=O)/C(C#N)=C\c1cc(C)n(-c2ccc(C(=O)O)cc2)c1C	/	/	/	/	-6	661	0.0%	i	0.2	7%	/	/
CCOC(=O)COc1cc(-n2c(=S)[nH]c3cc(OC)c(OC)cc3c2=O)c(Cl)cc1Cl	-3	-2	16%	14%	-3	700	0.2%	i	0.3	1%	/	1.1
CCC(COC(=O)Nc1cccc(C)c1)NC(=O)OCC(C)C (stereo unspecified)	-10	2	-3%	1%	/	/	-0.5%	i	1.1	1%	-1.8%	1.1
Cc1ccc(C(=O)Nc2cnc3sc(C)nn3c2=O)cc1	-5	36	-1%	10%	-3	749	0.1%	i	1.9	7%	-2.5%	1.1
C/C(=N\NC(=O)c1ccc(COc2ccccc2)cc1)c1ccncc1	-6	1	-4%	-9%	24	655	0.4%	i	0.2	5%	/	1.1
N/C(=N\OC(=O)/C=C/c1ccccc1)c1ccc(Br)cc1	4	4	2%	9%	-23	605	0.0%	i	0.6	3%	-2.1%	1.1
O=C1CCC(=O)N1c1nc2n(n1)C(c1ccccc1)C=C(c1ccc(Br)cc1)N2 (stereo unspecified)	-5	-14	8%	2%	/	/	-0.3%	i	2.2	70µM*!	1.2%	1.1
CCOC(=O)CCSc1nc(C)c2cc(C)ccc2n1	10	11	-2%	-2%	-21	713	0.4%	i	5.4	4%	-6.2%	1
COCc1[nH]nc2c1C(c1c(F)cccc1Cl)C(C#N)=C(N)O2 (stereo unspecified)	15	23	-7%	-3%	/	/	0.5%	i	0.8	-1%	/	0.9
Cn1c(SCc2n[nH]c(=S)o2)nnc1-c1ccccc1	-4	11	-5%	-10%	2	663	-0.4%	i	0.4	0%	-1.8%	1.2
COc1cc(OC)cc(-c2nnc(N(C)C(=O)c3ccncc3)s2)c1	-11	-7	-1%	-10%	1	638	-1.1%	i	0.1	7%	0.7%	1.1
O=c1c2c(C(F)(F)F)cc(C(F)(F)F)nc2[nH]n1-c1ccccc1	14	12	-5%	-5%	-15	731	0.0%	i	10	1%	-4.8%	1
COc1ccc(NC(=O)N2c3ccccc3C(C)=CC2(C)C)cc1	14	-9	30%	15%	-4	691	-0.8%	i	0.4	-1%	2.3%	1.1
O=c1c2cc(Cl)ccc2nc(-c2ccccc2)n1O	2	7	-28%	-26%	3	706	-0.4%	i	0.1	3%	-0.7%	1.1
CC(C)N(c1ccccc1)c1ccc(NC(=O)CCl)cc1	-44	0	-11%	-18%	3	664	-0.1%	i	1.3	3%	/	1.2
COC(=O)CNc1nc(-c2ccncc2)nc2ccccc12	-3	12	5%	-2%	/	/	0.7%	i	0.2	15%	-0.6%	0.9
COc1ccc(CCNS(=O)(=O)c2ccc3c(c2)CC(C)N3C(C)=O)cc1OC (stereo unspecified)	-9	-44	8%	3%	/	/	5.2%	i	2.1	6%	-2.7%	1.1
O=C1[C@@H]2C(c3ccccc3Cl)=NO[C@@H]2C(=O)N1Cc1ccccc1	-2	11	4%	4%	-70	597	1.3%	i	0.6	1%	-2.7%	1.1
O=C(NC1CCS(=O)(=O)C1)/C(=C/c1ccc(Cl)cc1)NC(=O)c1ccccc1 (stereo unspecified)	4	-18	-6%	-3%	12	737	2.2%[50 µM]	i	0.5	5%	-0.9%	1.1
COc1ccc(CC(=O)NC(C)c2nnc(SCC(=O)Nc3cc(C)ccc3OC)n2C)cc1 (stereo unspecified)	4	2	-6%	-2%	3	685	0.4%	i	0.2	6%	-0.8%	1
Cc1ccc(NC2=NC(c3ccc(C)cc3)n3c(nc(C)cc3=O)N2)cc1 (stereo unspecified)	2	-2	2%	-1%	/	/	8.3%	i	1.6	20%	-0.6%	1
CCOC(=O)c1c(C)oc2cc(Cl)c(O)c(CN(C)C)c12	/	/	/	/	-3	580	-0.3%	i	1.0	5%	/	/
Cc1cccc(C(=O)NC2CCN(CC(=O)NCc3cccs3)CC2)c1	-8	-6	-1%	-3%	-7	592	0.8%	i	0.5	?	1.3%	1
CCC(CC)C(=O)NCc1ccc2c(c1)cc(C)n2C	0	-14	8%	2%	/	/	0.2%	i	0.9	3%	0.8%	1
N#CCCN(/N=C/c1cccnc1)C1=NS(=O)(=O)c2ccccc21	-13	-7	-16%	-29%	6	662	-0.1%	i	0.1	9%	0.2%	1
NC(=O)N/N=C/c1ccc(-c2ccc([N+](=O)[O-])cc2)o1	/	/	/	/	55*	657*	1.5%	i	0.1	3%	/	/
CN(C)c1cccc(NC(=O)Cc2ccc(F)cc2)c1	4	-4	28%	4%	/	/	1.2%[50 µM]	i	0.9	4%	-1.6%	1.1
